Compound activity (PubChem)
Pf apPOL block = Pf-apPOL DNA polymerase inhibition | Recombinant Pf-apPOL, molecular beacon fluorescence, 1.5 h | inhibition, % at 10 µM | 0.25% of 210,000 active
mHTT CaM bind = disrupts binding of mutant huntingtin to calmodulin | P42858 | AlphaScreen His-mHTT/GST-CaM binding, luminescence | inhibition, % at 15 µM | 3.6% of 190,000 active | AID 1671202;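 further: 0% = both proteins with DMSO and 100% = one protein alone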
* hit, by the source's call; i = inactive; nt = no result given; & = joins results of further samples. No stated cut-off is given here; in the data, active means inhibition above about 50%; inactive means the rest.

The opening 4 records, ahead of the listing:
SMILES	Pf apPOL block	mHTT CaM bind
CC(Oc1ccccc1)C(=O)Nc1ncc(S(=O)(=O)c2ccc([N+](=O)[O-])cc2)s1 (stereo not drawn)	-5	42
CC1(C(=O)NCc2cccc(F)c2)CCCN(C(=O)c2ccccc2)C1 (stereo not drawn)	-3	-6
O=C(c1ccccc1)N1CCN2CN(C(=O)c3ccccc3)CC([N+](=O)[O-])(C2)C1 (stereo not drawn)	3	4
Cc1ccccc1C(=O)N1CCC2(CC1)NC(=O)c1ccc(F)cc1N2C	-2	7

Results, from the start:
SMILES	Pf apPOL block	mHTT CaM bind
CC(Oc1ccccc1)C(=O)Nc1ncc(S(=O)(=O)c2ccc([N+](=O)[O-])cc2)s1 (stereo not drawn)	-5	42
CC1(C(=O)NCc2cccc(F)c2)CCCN(C(=O)c2ccccc2)C1 (stereo not drawn)	-3	-6
O=C(c1ccccc1)N1CCN2CN(C(=O)c3ccccc3)CC([N+](=O)[O-])(C2)C1 (stereo not drawn)	3	4
Cc1ccccc1C(=O)N1CCC2(CC1)NC(=O)c1ccc(F)cc1N2C	-2	7
O=C(Nc1c2c(nn1-c1ccc(Cl)cc1)CSC2)c1ccc(Cl)cc1	-1	3
Cc1nnc(NC(=O)c2cn(C)cc3c(=O)[nH]nc2-3)s1	-6	-8
O=C(CSc1nnc(NC(=O)c2cccs2)s1)Nc1cc(C(F)(F)F)ccc1Cl	-3	11
COc1ccc(Cn2cccc2-c2nc(-c3ccncc3)no2)cc1	-3	14
Cc1ccc(C)c(S(=O)(=O)NCCC2CCN(C(=O)c3ccc(F)cc3)CC2)c1	2	61*
O=C(c1ccc(-c2cccnc2)nc1)N1CCN(c2ccc(F)cc2)CC1	2	5
COc1ccccc1C(=O)N1CCN(C(=O)c2ccncc2)CC1	-2	0
CCCC(=O)N1CCCC(c2ccnc(-c3ccc(F)cc3)n2)C1 (stereo not drawn)	-6	2
Cc1ccc(NC(=O)c2cnc3n(c2=O)CCS3)cc1Cl	-3	1
COc1ccccc1-c1nc(C(=O)NC2CC2)cs1	-8	-6
CCn1c(=O)c2cc(C(=O)Nc3ccc(C(F)(F)F)cc3)nn2c2ccccc21	-1	-6
CC1(C)Cc2c(sc3c2c(=O)n(Cc2ccccc2)c2nncn32)CO1	-1	8
Cc1cccc2nnc(N3CCC(C(=O)NCc4ccccc4F)CC3)n12	-5	4
Cc1ccc(C(=O)Nc2cccc(Cl)c2Cl)cc1[N+](=O)[O-]	0	-6
COC(=O)C(C)Oc1ccc2c(c1)OC(=CC=Cc1ccccc1)C2=O (stereo not drawn)	-7	3
CCC(C)C(=O)N1CCc2nc3cc(-c4ccccc4)[nH]n3c(=O)c2C1 (stereo not drawn)	1	-1
Cc1ccc(Cn2ccc(NC(=O)CSc3n[nH]c(C)c3[N+](=O)[O-])n2)cc1	2	6
CCOc1ccccc1C1CC(=O)NC(SC)=C1C#N (stereo not drawn)	1	-5
CC1(C)CC(=O)C2=C(C1)OC(=O)CC2c1cccs1 (stereo not drawn)	nt	0
CCc1ccc(CN2C(=O)CCC2(C)C(=O)NC2CCCCCCC2)cc1 (stereo not drawn)	1	16
COc1ccccc1-n1c(SCC(=O)NC2CCCCC2)nc2c(c1=O)SCC2	-1	2
Cc1sc(NC(=O)C2CC2)c(C(N)=O)c1C	nt	3
COc1cc(/C=C2/C(=O)N(c3ccc(C)cc3)N=C2C)c([N+](=O)[O-])cc1OC	-7	49
O=C(/C=C/c1ccccc1)Nc1c2c(nn1-c1cccc(Cl)c1)CSC2	-3	53*
O=c1oc2cc(O)ccc2cc1-c1nnc(Nc2ccccc2Cl)s1	-7	-7
CCN1c2cc(C(=O)NCc3cc(F)ccc3F)ccc2C(=O)N2CCCCC21 (stereo not drawn)	-5	-7
CCOC(=O)CNC(=O)N1CCCCCC1c1ccccc1Cl (stereo not drawn)	-7	2
Cc1nn(-c2ccccc2)nc1C(=O)Nc1cccnc1Oc1ncnc2cc(Cl)ccc12	-7	nt
O=C(c1cc2ccccc2[nH]1)N1CCN(C(=O)c2ccc(Br)o2)CC1	2	-3
COc1ccc(/C=C/C2=NC(=C/c3ccc(OC)cc3)/C(=O)O2)cc1	-4	15
Cn1c(SCC(=O)c2ccc(Cl)cc2)nnc1-c1ncc(C(F)(F)F)cc1Cl	10	nt
ON=C(c1cccs1)c1cccs1	-5	nt
Cc1cc(C(C)c2cc(C)cc(C(C)(C)C)c2O)c(O)c(C(C)(C)C)c1	nt	0
Cc1nc(SC(C)C(=O)O)[nH]c(=O)c1C (stereo not drawn)	2	-3
Nc1c(C(=O)NCc2ccccc2)nnn1-c1ccc2c(c1)OCCO2	0	3
COc1ccc(C2c3sc(=O)[nH]c3SC3C4CCC(C4)C23)cc1 (stereo not drawn)	-4	38
O=C(Nc1ccc(F)c(F)c1)c1cc2n(n1)CCCN(Cc1ccc(F)cc1)C2=O	6	2
COc1cccc(CNC(=O)CCNS(=O)(=O)c2ccc(Br)s2)c1	-3	-3
C=CCc1ccc(OCCCNCc2ccco2)c(OC)c1	-6	-1
Cc1cc(C)c(S(N)(=O)=O)c(C)c1	-4	-9
COc1ccc(C2(C(=O)N3CCn4c(C)nnc4C3)CC2)cc1	-3	-2
CN(Cc1ccccc1)C(=O)CN(c1ccc(I)cc1)S(C)(=O)=O	-7	-2
CC1CCn2c(nc3cc(C(=O)NCc4ccccn4)ccc32)C1 (stereo not drawn)	-5	10
Cc1cccc(/C(N)=N/OC(=O)COc2ccc(Br)c(C)c2)c1	-2	i
COc1ccc(CNC(=O)C2CCn3c(nc4ccccc43)C2)c(OC)c1 (stereo not drawn)	6	24
CS(=O)(=O)c1ccccc1C(=O)Nc1ccc(S(N)(=O)=O)cc1	-1	-8
(cont.)
SMILES	Pf apPOL block	mHTT CaM bind
NC(=O)c1ccc(-n2nnnc2SCC(=O)N2CCCCC2)cc1	-8	1
COC(=O)[C@H](CO)N1C(=O)[C@@H]2[C@H](C1=O)[C@@H]1C=C[C@H]2C1	0	6
CC(=O)NCCc1csc(C2CCN(C(=O)C3CCCC3)CC2)n1	-2	14
CCCCOc1ccc(-c2nc(C=Nc3cccc(C(F)(F)F)c3)c(O)o2)cc1	-4	11
COc1ccc(CCNc2nnc(C)c(=O)[nH]2)cc1OC	-8&7	-1&0
O=C(NCc1ccc(F)c(Cl)c1)C1CCCN(c2nccc3sccc23)C1 (stereo not drawn)	-13	19
CCCCN1CC(N2CCN(C(=O)c3ccco3)CC2)CS1(=O)=O (stereo not drawn)	2	-2
O=C(CCS(=O)(=O)C(Cl)Cl)Nc1ccc(Br)cc1	-1	-6
O=C(NC1CCN(c2nnc3ccc(Cl)cn23)CC1)c1ccsc1	0	8
CC1=C(C(=O)Nc2ccc(Cl)cc2)C(c2cccc([N+](=O)[O-])c2)n2ncnc2N1 (stereo not drawn)	-1	0

Entries of single compounds, quoted from the list. Screens in order: Pf apPOL block	mHTT CaM bind
O=C(NC1CCN(c2nnc3ccc(Cl)cn23)CC1)c1ccsc1 reads 0	8
O=C(CCS(=O)(=O)C(Cl)Cl)Nc1ccc(Br)cc1 reads -1	-6
COc1ccc(CCNc2nnc(C)c(=O)[nH]2)cc1OC reads -8&7	-1&0

Remaining list, next part:
SMILES	Pf apPOL block	mHTT CaM bind
O=C1C(c2cccnc2)N(CCCc2ccccc2)C(=O)CN1c1ccccc1 (stereo not drawn)	5	-5
O=C1C(c2ccc(F)cc2)N(Cc2ccc(Cl)cc2)C(=O)CN1C1CCCC1 (stereo not drawn)	-5	-7
O=[N+]([O-])c1ccccc1S(=O)(=O)NC1CCCCCC1	-12	6
CSc1ccccc1NC(=O)C1CC(=O)N(c2ccc3c(c2)CCN3C(C)=O)C1 (stereo not drawn)	1	0
CC1C(=O)N(c2cccc(F)c2)CCN1C(=O)c1ccc(Cl)cc1 (stereo not drawn)	-3	3
Cn1ncc2c(c(S(=O)(=O)Cc3ccc(Cl)cc3Cl)nn2C)c1=O	4	nt
Cc1ccc(C)c(N2CCN(CCCNC(=O)Cn3cc4c(n3)CCCCC4)CC2)c1	-1	2
CC(=O)Oc1ccc2cc(-c3ccccc3)c(=O)oc2c1	-15	-5
CCN1CCN(C(=O)C2CC(=O)N(c3ccc(C)cc3)C2)CC1 (stereo not drawn)	-5	-6
CCCCOC(=O)Nc1ccc(C)cc1C	11	-22
CC(C)n1c(C2CCN(C(=O)c3ccc4ncccc4c3)C2)nc2ccncc21 (stereo not drawn)	-4	6
CC(=NC1CC(C)(C)NC(C)(C)C1)C1=C(O)c2ccccc2C1=O	0	3
O=C(NCCc1csc(-c2cccs2)n1)C1CCN(C(=O)c2ccco2)CC1	-2	1
O=C1C(=Cc2cccs2)Oc2c1ccc1c2CN(CC2CCCO2)CO1 (stereo not drawn)	-9	-4
Cc1cccc(NC(=O)c2c(O)c3cccnc3n(-c3ccccc3)c2=O)c1	-3	-10
Cc1ccc(S(=O)(=O)N2CCc3nc(NC(=O)c4cccc(F)c4)sc3C2)cc1	0	4
COCC(=O)N1CCc2c(c(-c3nc(-c4ccccc4)no3)nn2C)C1	-8	14
CCC(C)NC(=O)c1cn(C2CCCCC2)c(=O)c2c1c1ccccc1n2C (stereo not drawn)	0	9
N#Cc1c(-c2cccs2)oc(-n2cccc2)c1-c1cc(Br)cs1	-3	nt
COc1ccc(-c2cn3ccn(-c4cc(C)cc(C)c4)c(=O)c3n2)cc1OC	4	-5

Looked up one by one from the entries so far:
SMILES	Pf apPOL block	mHTT CaM bind
CC(=O)NCCc1csc(C2CCN(C(=O)C3CCCC3)CC2)n1	-2	14
COc1cccc(CNC(=O)CCNS(=O)(=O)c2ccc(Br)s2)c1	-3	-3

The main list resumes with the 4 entries that preceded the break.
SMILES	Pf apPOL block	mHTT CaM bind
COCC(=O)N1CCc2c(c(-c3nc(-c4ccccc4)no3)nn2C)C1	-8	14
CCC(C)NC(=O)c1cn(C2CCCCC2)c(=O)c2c1c1ccccc1n2C (stereo not drawn)	0	9
N#Cc1c(-c2cccs2)oc(-n2cccc2)c1-c1cc(Br)cs1	-3	nt
COc1ccc(-c2cn3ccn(-c4cc(C)cc(C)c4)c(=O)c3n2)cc1OC	4	-5
COc1cc(C(=O)NC(C)c2ccccc2)c([N+](=O)[O-])cc1OC (stereo not drawn)	-1	-4
N#Cc1c(N=Cc2ccc(Br)s2)sc2c1CCCC2	nt	2
CC(C)(C)OCC(O)CN1C(C)(C)CC(O)CC1(C)C (stereo not drawn)	-5	2
COc1ccc(C(=O)NC(Nc2ccc(C)cc2)C(Cl)(Cl)Cl)cc1 (stereo not drawn)	6	5
Cc1cccc(C)c1NC(=O)Cn1cnc2c(-c3ccc(F)cc3)csc2c1=O	-1	-5
CCOC(=O)C[C@H]1c2cc(C(F)(F)F)ccc2S(=O)(=O)N1C(C)C	-4	-12
COc1cc2nc(NC(=O)CN(C)S(C)(=O)=O)sc2cc1OC	6	-7
COC(=O)c1ccc(NC(=O)C2CCN(c3cc(N4CCCCC4)ncn3)CC2)cc1	-3	6
O=C(Nc1nc2c(s1)CN(S(=O)(=O)c1ccccc1)CC2)c1ccccc1F	-3	4
CCC(C)NC(=O)C1(c2ccc(NC(C)=O)cc2)CCCCC1 (stereo not drawn)	1	-4
COC(=O)c1ccc(NC(=O)C2(C)Oc3cccnc3N(C(C)C)C2=O)cc1 (stereo not drawn)	-15	-5
COc1nccc(N2CCC(CC(=O)NCc3ccccc3Cl)CC2)n1	-2	-5
COc1ccc(C(=O)N2CCCC(c3cccc(C(=O)NC4CCCC4)c3)C2)cc1 (stereo not drawn)	-2	17
CC(C)c1ccccc1N=Cc1cc(Br)ccc1O	2	nt
C=C(C)COc1ccc2c(c1)OC(=Cc1ccc(OCC)cc1)C2=O	0	0
Cc1nn(C)c2c(=O)n(CC(=O)NCc3ccc(F)cc3)ccc12	-4	-2
CC(=NOC(=O)c1ccc([N+](=O)[O-])cc1)c1cc(C(C)(C)C)cc2c1CCC2(C)C	15	nt
CC(C)CNC(=O)N1CCC2(C1)C(=O)N(C)c1ccccc12 (stereo not drawn)	-6	2
O=C(CCn1c(=O)[nH]c2ccsc2c1=O)NCCc1c[nH]c2ccccc12	-1	0
C=CCC1C=C(C)CC(CC=C)N1 (stereo not drawn)	-7&3	-6&0
Clc1cccc(C2CC(c3ccc4ccccc4c3)=NN2c2ccccc2)c1 (stereo not drawn)	nt	-20
Cc1noc(C)c1C(=O)N1CCN(C(=O)c2ccco2)CC1	6	nt
COc1ccc(N=Cc2c(O)n(-c3ccccc3OC)c(=O)c3ccccc23)cc1OC	-1	5
CC(C)(Oc1ccc(Cl)cc1)C(=O)Nc1ccc(C(N)=O)cc1	-2	0
O=C(c1cccc(Cl)c1)N1CCC(COc2ccccc2C(=O)N2CCCC2)CC1	-5	11
CCOc1cccc(CN2CCCC2c2cc(CC)no2)c1O (stereo not drawn)	-2	-8
CC1(C)COCN1C(=O)c1cc2c(=O)n3ccccc3nc2s1	-4	-7
CC(=O)Nc1ccc(Oc2ncnc3sc(C)c(C)c23)cc1	-3	2
Cc1ccc(COCc2nn(C)c3c2CN(S(=O)(=O)Cc2ccccc2F)CC3)cc1	-5	-1
Cc1cc(C)cc(C(=O)N2CCCC2COc2ccc(C(=O)NC3CC3)cc2)c1 (stereo not drawn)	27	13
Cn1cc(CCN2CCN(S(=O)(=O)c3ccccc3F)CC2)c2cccnc21	-1	23
O=C(c1c(F)cccc1Cl)N1CCC(c2nc(C3CC3)n[nH]2)CC1	0	0
O=C(Nc1cnc(N2CCCC2)nc1)c1ccccc1C(F)(F)F	3	0
CC(C)NC(=O)N1CCC(c2nc(CCNC(=O)C(C)C)cs2)CC1	0	0
Cc1c(C(=O)N(C)CCc2ccccn2)sc2ncnc(N3CCc4ccccc4C3)c12	-6	35
COc1ccccc1NC(=O)CSc1ccc(Cl)cc1Cl	0	-26
O=C(NC1CCCC1)C1CCCN(c2nccnc2Sc2ccccc2)C1 (stereo not drawn)	-2	0
Cc1cc(N2CCOCC2)nc(-c2ccccc2O)n1	0&1	-13&-8
